Screening data as filed in PubChem.
MrgX1 PAM – allosterically activates human MrgX1 receptor signaling | Q96LB2 | MrgX1-HEK293, Fluo-4 calcium flux, FDSS; stronger effect = higher value | B-score at 10 µM | actives 0.63% (n = 310,000);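 active means plate-corrected calcium response at least 3 library SD above typical, normal starting fluorescence, not activating the receptor alone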;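 further: compound read alongside a low EC10 to EC30 dose of BAM8-22 agonist; peak minus trough fluorescence over baseline measured at the second addition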
PolyA inh – inhibitors of polyadenylation in S. cerevisiae; S. cerevisiae SKY197-pL101 polyadenylation reporter, beta-gal luminescence; efflux-impaired pdr1/pdr3 knockout yeast; score 100 = 6 SD above DMSO; calls only at 12 µM; actives 0.02% (n = 300,000);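 active means lowest replicate activity score at least 50, where 100 means six control SD above control mean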;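 further: yeast exposed to compound for 9 h at 30 °C; higher score means more reporter readthrough which indicates perturbed polyadenylation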
TRPC6 act – mouse TRPC6 channel activation. HEK293-TRPC6 membrane potential dye fluorescence; stronger effect = higher value. actives 0.13% (n = 310,000). AID 2550. Q61143. B-score at 10 µM;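 active means B-score of the integrated fluorescence ratio above library mean plus 3 SD, and starting fluorescence ratio within library mean plus 5 SD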;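 further: higher score means more depolarization so channel activation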
Target sequence (Q61143 whole entry, looked up): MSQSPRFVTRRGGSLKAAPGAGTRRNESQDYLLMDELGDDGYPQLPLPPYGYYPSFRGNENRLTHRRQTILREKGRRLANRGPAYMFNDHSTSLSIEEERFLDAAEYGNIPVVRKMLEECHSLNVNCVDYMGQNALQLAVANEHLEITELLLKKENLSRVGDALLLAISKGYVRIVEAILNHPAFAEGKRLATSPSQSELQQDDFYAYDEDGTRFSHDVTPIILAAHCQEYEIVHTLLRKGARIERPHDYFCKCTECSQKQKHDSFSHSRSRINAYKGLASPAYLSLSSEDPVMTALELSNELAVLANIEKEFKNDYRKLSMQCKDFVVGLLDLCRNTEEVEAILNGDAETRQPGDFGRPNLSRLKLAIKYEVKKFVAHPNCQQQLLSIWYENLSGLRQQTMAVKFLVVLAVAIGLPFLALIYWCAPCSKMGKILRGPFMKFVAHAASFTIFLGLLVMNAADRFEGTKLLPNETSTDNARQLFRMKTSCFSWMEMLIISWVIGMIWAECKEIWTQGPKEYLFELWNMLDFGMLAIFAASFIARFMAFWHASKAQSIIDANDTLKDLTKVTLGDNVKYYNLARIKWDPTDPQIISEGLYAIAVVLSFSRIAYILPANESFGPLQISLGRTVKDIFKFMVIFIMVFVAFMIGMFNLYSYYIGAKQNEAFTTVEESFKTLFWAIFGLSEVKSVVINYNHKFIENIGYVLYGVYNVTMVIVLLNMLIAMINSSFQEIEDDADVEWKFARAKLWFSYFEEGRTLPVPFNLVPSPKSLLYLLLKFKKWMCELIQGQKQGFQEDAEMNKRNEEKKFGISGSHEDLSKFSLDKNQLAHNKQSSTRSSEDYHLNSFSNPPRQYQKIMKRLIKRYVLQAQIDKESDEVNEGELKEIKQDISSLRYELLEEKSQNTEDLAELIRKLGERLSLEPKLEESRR
TRPC4 PAM – allosterically enhances the mouse TRPC4 cation channel | Q9QUQ5 | HEK293 TRPC4beta/mu-opioid, DAMGO EC20, Fluo-4 Ca2+ flux; stronger effect = higher value | B-score at 10 µM | actives 0.42% (n = 310,000) | AID 2227;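 active means B-score of calcium response area above 5 SD of library B-scores, with initial fluorescence ratio within 5 SD of library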;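 further: B-score of integrated fluorescence ratio over time as area under calcium response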
TRPC6 inhibitor – inhibitors of mouse TRPC6 channel. Q61143. HEK293-TRPC6, membrane potential dye, ACh-evoked depolarization; stronger effect = lower value. B-score at 10 µM. actives 1.1% (n = 310,000). AID 2553;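 active means B-score under library mean minus 3 SD, initial fluorescence not abnormally high, positive integrated signal ratio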;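 further: B-score derived from integrated fluorescence ratio over the kinetic read; more negative B-score means stronger inhibition of depolarization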
HIF act – HIF pathway transcriptional activation | U2OS HRE-luciferase reporter, luminescence; normalized: DMSO 0%, desferrioxamine 100% | activation, % at 7.5 µM (by protocol) | actives 0.32% (n = 300,000) | AID 1910;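 active means mean activation of at least 10% of the iron chelator positive control signal, with at least half of replicates also reaching 10%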
MrgX1 antagonist – blocks BAM8-22 activation of human MrgX1 receptor. Q96LB2. MRGX1-HEK293 calcium flux, Fluo-4, BAM8-22 antagonism; stronger effect = lower value. B-score at 10 µM. actives 1.3% (n = 310,000);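 active means calcium-response B-score plate-corrected more than 3 library SD below zero, starting fluorescence within 5 deviations, no agonist response on first addition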;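 further: peak minus trough fluorescence over baseline after final BAM8-22 challenge near maximal dose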
TRPC4 act – activators of mouse TRPC4 channel | actives 0.49% (n = 310,000) | AID 2237 | B-score at 10 µM | HEK293 TRPC4beta/mu-opioid, Fluo4 calcium fluorescence; stronger effect = higher value;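 active means B-score above 5 SD of library B-scores, and initial fluorescence ratio not above library mean plus 5 SD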;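 further: positive B-score marks a calcium rise read as TRPC4 activation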
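System – HEK293 cells stably co-expressing mouse TRPC4beta and mu-opioid receptor · Signal – Fluo4 calcium-sensitive dye fluorescence, kinetic, 1 Hz baseline · Benchmarks – buffer (low) and maximal DAMGO (high) · Read-out – B score of integrated fluorescence ratio per well · Incubation – dye loading 45 min room temperature, 110 s kinetic read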
AI-2 QS modul – modulators of Vibrio harveyi AI-2 quorum sensing system; Vibrio harveyi JMH597 AI-2 luminescence/OD600 ratio, 9 h; stronger effect = lower value; strain lacks LuxN and CqsS sensors; 0 = neutral-control median; activity change, % at 7.5 µM; actives 0.4% (n = 300,000); AID 2094; in the data active means activity change below about -75%, passing the limit was not always enough;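 further: luminescence divided by OD600 gain over 9 h not by final OD600 alone; inactives centre near 13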
MrgX1 agonist – human MrgX1 receptor agonism, primary screen. MrgX1-HEK293 cells, Fluo-4 calcium fluorescence, agonist mode; stronger effect = higher value. B-score at 10 µM. actives 0.44% (n = 310,000);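 active means calcium response B-score plate-corrected fluorescence ratio at least 3 library SD, with starting fluorescence B-score inside 5 SD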
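System: HEK293 cells stably expressing human MrgX1 receptor; Dosing: test compound in the initial addition of three; Schedule: overnight plating, then 30 min 37 °C plus 30 min room-temperature dye loading; Detection: kinetic calcium dye fluorescence, Fluo-4 NW; Controls: per-plate positive and negative controls for Z′ factor.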
TRPC4 block – TRPC4 (mouse) channel inhibition; B-score at 10 µM; actives 0.39% (n = 300,000); HEK293 TRPC4beta/mu-opioid, DAMGO-evoked Fluo4 calcium flux; stronger effect = lower value; Q9QUQ5;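 active means B-score over 3 SD under the library average, no early fluorescence shift, positive overall ratio signal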
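Material: HEK293 cells with stable TRPC4beta plus mu-opioid receptor expression / Probe or stimulus: DAMGO in two steps, submaximal then maximal / Compound: single concentration per test compound / Technique: kinetic Fluo4 fluorescence imaging of calcium influx / Read-out: per-well B score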
Starred values were filed as active, the others as inactive; i = inactive; · = not tested or not shown. The list is partial; the hit share may differ from the screen's.

SMILES | MrgX1 PAM | PolyA inh | TRPC6 act | TRPC4 PAM | TRPC6 inhibitor | HIF act | MrgX1 antagonist | TRPC4 act | AI-2 QS modul | MrgX1 agonist | TRPC4 block
O=C(Nc1ccc(N2CCCC2)cc1)c1ccc(Br)cc1 | i | i | i | i | i | 0.6 | i | i | · | i | i
COc1ccc(C(=O)Nn2c(SCC(=O)c3ccc(Cl)cc3)nc3ccccc3c2=O)cc1 | i | i | i | i | i | -1.3 | i | i | 19 | i | i
CCOc1cc(N2CCOCC2)c(OCC)cc1NC(=O)CN1CCN(Cc2ccc3c(c2)OCO3)CC1 | i | i | i | i | i | -0.4 | i | i | 14 | i | i
N#Cc1c(NC(=O)Cn2cnc3ccccc3c2=O)oc(-c2ccccc2)c1-c1ccccc1 | i | i | i | i | i | 0.2 | i | i | 20 | i | i
CC(C(=O)NC1CCCC1)N(C(=O)CS(=O)CC(=O)Nc1ccc(F)cc1)c1ccc2c(c1)OCCO2 (stereo unspecified) | i | i | i | i | i | -0.1 | i | i | -7 | i | i
CC1(C)SC(=S)N(c2ccccc2)C1/[N+]([O-])=C/c1cccc([N+](=O)[O-])c1 (stereo unspecified) | i | i | i | i | i | -0.5 | i | i | 14 | i | i
O=C(COC(=O)/C=C/c1ccc(Cl)cc1)Nc1ccccc1-c1ccccc1 | i | i | i | i | i | 2.6 | i | i | 6 | i | i
COc1cc(NC(=S)NNC(=O)C(C)(C)O)cc(OC)c1 | i | i | i | i | i | -0.5 | i | i | -1 | i | i
COc1ccc(-n2c(SC)nnc2-c2c[nH]c3ccccc23)cc1 | i | i | i | i | i | 1.0 | i | i | 0 | i | i
Cc1nc2sccn2c(=O)c1S(=O)(=O)NCc1ccccc1Cl | i | i | i | i | i | 0.0 | i | i | 34 | i | i
CCOC(=O)C1CCCN(C(=O)c2ccc(CNS(=O)(=O)c3ccc(C)cc3)cc2)C1 (stereo unspecified) | i | i | i | i | i | -1.0 | i | i | -14 | i | i
CC(c1n[nH]c(=S)n1Cc1ccccc1)N(C)C (stereo unspecified) | i | i | i | i | i | -0.4 | i | i | 16 | i | i
COc1cccc(-c2cc(C(=O)O)no2)c1 | i | i | i | i | i | -0.3 | i | i | 5 | i | i
CCCSc1nc2c(cnn2-c2ccc(F)cc2)c(=O)[nH]1 | i | i | i | i | i | -0.2 | i | i | 8 | i | i
NC(=O)c1nsc(C(=O)N(c2cccc(F)c2)C(C(=O)NCC2CCCO2)c2c[nH]c3ccccc23)c1N (stereo unspecified) | i | i | i | i | i | 0.0 | i | i | 23 | i | i
COc1ccc2c(c1)C(C)CC(C)(C)N2C(=O)NC1CCCCC1 (stereo unspecified) | i | i | i | i | i | 0.4 | i | i | -1 | i | i
COc1ccc(NC(=O)CC2C(=O)NCCN2C(=O)c2ccccc2)cc1 (stereo unspecified) | i | i | i | i | i | -0.5 | i | i | 5 | i | i
Cc1ccc(C(=O)Nc2nc3nc(-c4ccccc4)cc(=O)n3[nH]2)cc1 | i | i | i | i | i | -0.2 | i | i | 37 | i | i
COc1cc(C2SCC(=O)N2c2nnc(C34CC5CC(CC(C5)C3)C4)s2)cc(OC)c1OC (stereo unspecified) | i | i | i | i | i | -0.4 | i | i | 21 | i | i
Cc1ccc(S(=O)(=O)N[C@@H](CC(C)C)C(=O)N2CCC(C(=O)N[C@@H](Cc3ccccc3)C(=O)O)CC2)cc1 | i | i | i | i | i | 0.0 | i | i | 13 | i | i
COc1ccc(/C=C(/NC(=O)c2ccccc2)C(=O)N2CCCCC2)cc1 | i | i | i | i | i | 0.0 | i | i | 23 | i | i
CCOP(=O)(OCC)/C(C#N)=C/c1ccc(-c2ccc(F)cc2F)o1 | i | i | i | i | i | 1.0 | i | i | -12 | i | i
CCCn1c(N)c(C(=O)CSc2nnc(C3CC3)n2Cc2ccccc2)c(=O)[nH]c1=O | i | i | i | i | i | -0.3 | i | i | 4 | i | i
COc1nccc(C(F)(F)F)c1C(=O)NC(=O)Nc1c(C)cccc1C | i | i | i | i | i | 0.2 | i | i | 17 | i | i
Cc1ccc(NC(=O)C[n+]2ccn(C3=C([O-])c4ccccc4C3=O)c2)cc1 | i | i | i | i | i | 0.0 | i | i | -3 | i | i
CC1CCCCN1CC(=O)Nc1ccccc1Sc1ccccc1 (stereo unspecified) | i | i | i | i | i | -0.5 | i | i | 6 | i | i
Cc1ccc(C(=O)N(CN2CCCC2=O)c2ccccc2)cc1 | i | i | i | i | i | -0.4 | i | i | 20 | i | i
CCC(C)c1ccc(NC(=O)CC(C)=O)cc1 (stereo unspecified) | i | i | i | i | i | 0.1 | i | i | 10 | i | i
COc1ccc2nc(-n3c(O)c(C4=c5ccccc5=NC4=O)[nH]c3=S)sc2c1 | i | i | i | i | i | -0.5 | i | i | 6 | i | i
CCCOc1ccc(C(=O)CCNc2ccc(C)c(Cl)c2)cc1 | i | i | i | i | i | · | i | i | 9 | i | i
COc1cc(/C=N/NC(=O)c2nc(-c3ccccc3)n(-c3ccccc3)n2)ccc1O | i | i | i | i | i | -0.1 | i | i | 27 | i | i
CSc1ccccc1C(=O)NC1CC2CCC1C2 (stereo unspecified) | i | i | i | i | i | 0.1 | i | i | 27 | i | i
O=C(Nc1nccs1)c1ccc(Cl)nc1 | i | i | i | i | i | 2.2 | i | i | 2 | i | i
COc1cc(/C=N/N2CCN(c3ccccc3)CC2)cc(OC)c1OC(C)=O | i | i | i | i | i | 0.8 | i | i | 25 | i | i
O=C(Cc1ccc([N+](=O)[O-])cc1)N1CCN=C1SCc1ccccc1 | i | i | i | i | i | -0.6 | i | i | -2 | i | i
COc1ccccc1NC(=O)c1cc2ccccc2o/c1=N\O | i | i | i | i | i | 2.5 | i | i | 18 | i | i
COc1cccc(-c2nc(CS(=O)(=O)c3ccccc3)no2)c1 | i | i | i | i | i | 1.9 | i | i | 6 | i | i
COc1cccc(CNC(=O)c2ccc(Cl)c(NC3=NC4CS(=O)(=O)CC4S3)c2)c1 (stereo unspecified) | i | i | i | i | i | 0.1 | i | i | 7 | i | i
O=C(c1cc2ccccc2c(=O)o1)N1CCCc2ccccc21 | i | i | i | i | i | 0.1 | i | i | 12 | i | i
O=C(CCN1C(=O)C2C3CCC(C3)C2C1=O)Nc1ccc(Cl)cc1Cl (stereo unspecified) | · | i | i | i | i | -8.4 | · | i | 7 | · | i
Cc1cc(N)n(-c2ccc(S(N)(=O)=O)cc2[N+](=O)[O-])n1 | i | i | i | i | i | -0.9 | i | i | 16 | i | i
Cc1ccccc1-c1nc(CS(=O)CC(=O)NCc2ccccc2)c(C)o1 (stereo unspecified) | i | i | i | i | i | 0.0 | i | i | 5 | i | i
CC(=O)n1cc(C2C(=O)CC(C)(C)CC2=O)c2ccccc21 | i | i | i | i | i | 0.0 | i | i | -2 | i | i
O=C(Nc1ccc([N+](=O)[O-])cc1)c1cncc(Br)c1 | i | i | i | i | i | 0.4 | i | i | 0 | i | i
COc1ccc(N2CCN(C3CCCN(C(=O)c4cccc(C)n4)C3)CC2)cc1 (stereo unspecified) | i | i | i | i | i | 0.5 | i | i | 19 | i | i

Look-ups from the results shown:
`Cc1cc(N)n(-c2ccc(S(N)(=O)=O)cc2[N+](=O)[O-])n1` | AI-2 QS modul = 16
`Cc1ccc(S(=O)(=O)N[C@@H](CC(C)C)C(=O)N2CCC(C(=O)N[C@@H](Cc3ccccc3)C(=O)O)CC2)cc1` | AI-2 QS modul = 13

Following part
SMILES | MrgX1 PAM | PolyA inh | TRPC6 act | TRPC4 PAM | TRPC6 inhibitor | HIF act | MrgX1 antagonist | TRPC4 act | AI-2 QS modul | MrgX1 agonist | TRPC4 block
COc1cccc(CNC(=O)CCC2CCCN(C(=O)c3cc4ccccc4o3)C2)c1 (stereo unspecified) | i | i | i | i | i | 2.0 | i | i | 66 | i | i
COc1ccc(Cn2nnnc2C(c2cccs2)N2CCN(c3ccc([N+](=O)[O-])cc3)CC2)cc1 (stereo unspecified) | i | i | i | i | i | -0.9 | i | i | 5 | i | i
CC(C)C(=O)NC(Nc1cc(C(F)(F)F)ccc1Cl)C(Cl)(Cl)Cl (stereo unspecified) | i | i | i | i | i | -1.2 | i | i | 17 | i | i
CC(=O)N1CC[n+]2c(-c3ccc([N+](=O)[O-])cc3)csc21 | i | i | i | i | i | 0.3 | i | i | 9 | i | i
COc1cccc(C(=O)Nc2ccc(N3CCN(C(=O)c4cccs4)CC3)cc2)c1 | i | i | i | i | i | 2.3 | i | i | 31 | i | i
CCN(CC)S(=O)(=O)c1ccc(OC)c(NC(=O)OCc2ccccc2)c1 | i | i | i | i | i | -0.4 | i | i | -14 | i | i
COc1ccc(Oc2c(C)oc3c(CN4CCOCC4)c(O)ccc3c2=O)cc1 | i | i | i | i | i | 0.0 | i | i | 22 | i | i
CC1(C)CC(=O)C2=C(C1)OC1=C(C2)C(=O)CC(C)(C)C1 | i | i | i | i | i | -4.2 | i | i | 22 | i | i
Cc1cc(=O)[nH]c(N/N=C/c2ccc(Cl)c([N+](=O)[O-])c2)n1 | i | i | i | i | i | 0.1 | i | i | 26 | i | i
COc1ccccc1NC(=O)c1ccc(NC(=O)COC(=O)CC(NC(=O)c2ccccc2Cl)c2ccccc2)cc1 (stereo unspecified) | i | i | i | i | i | -0.3 | i | i | 19 | i | i
O=C(Cn1ncc2c(=O)oc3ccccc3c21)NCCCN1CCCC1=O | i | i | i | i | i | -0.4 | i | i | 16 | i | i
CCCCCCn1c(N2CCN(c3ccccc3)CC2)nc2c1c(=O)[nH]c(=O)n2C | i | i | i | i | i | 0.2 | i | i | 12 | i | i
O=C(NCCN1CCOCC1)C1CCN(c2nc3ccccc3o2)CC1 | i | i | i | i | i | 0.0 | i | i | 12 | i | i
N#Cc1c(SCC(=O)Nc2nccs2)sc2c(O)cc(=O)[nH]c12 | i | i | i | i | i | 1.6 | i | i | 53 | i | i
CCN(C(=O)COC(=O)c1sccc1C)c1c(N)n(Cc2ccccc2)c(=O)[nH]c1=O | i | i | i | i | i | 0.0 | i | i | · | i | i
